PKM2 act: increases activity of human pyruvate kinase M2 | AID 1631 | purified PKM2, Kinase-Glo ATP luminescence, activation; response scale: 0% is enzyme alone, no compound | Potency, µM (titrated, usually from 57.5 µM), without a hit: top-dose activation, usual class: activators | P14618 | 260,000 tested, 0.34% active; note: potency is the fitted concentration of half-maximal effect; % is set by controls: 0 for no effect and ±100 for the full control effect; nearly all actives have a fitted effect of over 55% in size
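hPK-M2, >95% pure; 0.1 mM ADP / 0.5 mM PEP final; imidazole pH7.2 buffer w/ 7 mM MgCl2, 50 mM KCl; 1 h RT; Kinase-Glo lum. Intermediate enzyme activity for dual inhibitor/activator qHTS.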
GALK inhibitor: inhibitors of human galactokinase; Purified GALK, Kinase-Glo residual ATP luminescence; Potency, µM (doses to about 57.5 µM), without a hit: at the highest dose activity change, negative = inhibition, hits mostly inhibitors; 270,000 tested, 0.007% active; note: potency is the fitted concentration of half-maximal effect; % is set by controls: 0 for no effect and ±100 for the full control effect
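GALK at 5 nM final was combined with compound, 35 uM ATP and 100 uM galactose in HEPES pH8.0 with MgCl2 and DTT. The reaction ran one hour at room temperature before luminescent ATP detection.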
PTAP TSG101 blk: blocks PTAP/TSG101 interaction to inhibit HIV-1 budding; Q99816; Fluorescence polarization, FITC-PTAP peptide / Tsg101 binding; Potency, µM (doses to about 115 µM), for inactives: at the highest dose activity change, negative = inhibition, most hits filed as inhibitors; 340,000 tested, under 10 active; active = well fitted inhibition curve with a large enough effect in the main read-out, with a control signal flat, not every such curve was filed as active; inconclusive = small, poorly fitted or top-dose-only effect, or effect the other way, or a change in a side signal; inactive = no such curve, though single readings can be large or run the other way; note: potency is the fitted concentration of half-maximal effect; % of control where 0% means no effect
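Steps: Tsg101 binding domain dispensed (10 uM final), compounds pinned in DMSO, FITC-labeled PTAP-motif peptide added (50 nM final); after 20 min binding at room temperature, polarization measured.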
Menin MLL FP TR: menin-MLL binding inhibition, Texas Red mutant peptide. AID 1768. Menin + Texas Red MLL mutant peptide, fluorescence polarization. O00255. 270,000 tested, 0.23% active. Potency, µM (highest dose often 61.6 µM), inactives show at the top dose FP activity change, negative = inhibition, usual class: inhibitors; active = well fitted inhibition curve with a large enough effect in the polarisation, with a control signal flat, not every such curve was filed as active; inconclusive = small, poorly fitted or top-dose-only effect, or effect the other way, or a change in a side signal; inactive = no such curve, though single readings can be large or run the other way; the % refers to the polarisation; note: potency is the fitted concentration of half-maximal effect; % of control where 0% means no effect; many of its hits are not listed in these tables
BCR signal inh: inhibitors of chronic active B-cell receptor signaling; ABC-DLBCL IkBa-CBG/CBR reporter, luminescence ratio, 4 h; Potency, µM (top dose mostly 46.1 µM), inactives show top-dose ratio change, negative = lower green/red ratio, usual class: inhibitors; 340,000 tested, 0.05% active; AID 493014; active = well fitted inhibition curve with a large enough effect in the signal ratio, with a control signal flat, not every such curve was filed as active; inconclusive = small, poorly fitted or top-dose-only effect, or effect the other way, or a change in a side signal; the % refers to the signal ratio;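 note: potency is the fitted concentration of half-maximal effect; plate controls were basal doxycycline-induced cells for no effect and cells given 10 µM MG132 for full effect; MG132 reads +100%, hits lower the ratio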
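Compounds up to 46 uM were incubated four hours with TMD8 cells whose green CBG68 luciferase is fused to IkappaBalpha; red CBR luminescence normalised the signal, and concentration-effect curves were fitted to fusion, red and ratio data.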
ASM inhibitor: blocks human secretory acid sphingomyelinase | 340,000 tested, 0.006% active | Potency, µM (highest dose often 57.5 µM), for inactives: top-dose activity change, negative = inhibition, usual class: inhibitors | placental ASM, HMU-PC fluorogenic substrate, 60 min; note: potency is the fitted concentration of half-maximal effect
Target sequence (P17405 47-631 limits assumed): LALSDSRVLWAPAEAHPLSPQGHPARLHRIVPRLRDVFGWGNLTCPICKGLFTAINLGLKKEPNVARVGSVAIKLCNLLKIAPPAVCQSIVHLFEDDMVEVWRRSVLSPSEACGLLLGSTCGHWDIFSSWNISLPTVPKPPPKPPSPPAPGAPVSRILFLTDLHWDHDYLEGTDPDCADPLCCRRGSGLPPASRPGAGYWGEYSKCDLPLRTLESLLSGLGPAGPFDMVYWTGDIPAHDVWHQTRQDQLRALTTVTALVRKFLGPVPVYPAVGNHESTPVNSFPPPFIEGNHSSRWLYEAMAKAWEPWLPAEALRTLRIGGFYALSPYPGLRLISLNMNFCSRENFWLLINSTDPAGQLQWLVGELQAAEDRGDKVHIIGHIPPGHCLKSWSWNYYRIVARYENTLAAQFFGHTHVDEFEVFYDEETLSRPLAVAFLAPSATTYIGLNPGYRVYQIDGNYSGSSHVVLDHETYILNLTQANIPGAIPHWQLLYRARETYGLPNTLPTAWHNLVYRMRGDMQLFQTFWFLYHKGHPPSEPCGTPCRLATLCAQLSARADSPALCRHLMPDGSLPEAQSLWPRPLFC
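Steps: dispense placental human ASM, pin compound, wait 10 min at room temperature, add HMU-PC0 substrate at 9 uM final, incubate 60 min at 37 °C, add stop solution raising pH to 10, read fluorescence.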
a7 integrin act: activates integrin-mediated alleviation for muscular dystrophy; 350,000 tested, 0.064% active; Potency, µM (top dose mostly 38.3 µM), without a hit: top-dose activation, hits mostly activators; alpha7betagal myoblasts, beta-gal FDG fluorescence, 48 h; AID 624291;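 note: potency is the fitted concentration of half-maximal effect; 100% = response of the positive control SU9516; nearly all actives have a fitted effect of over 60% in size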
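Alpha7betagal+/- myoblasts (passage 13) were plated 16-24 hr, then exposed to compounds (1:260 dilution of DMSO stock) for 48 hours at 37C. After MPER lysis, β-galactosidase reporter activity was read as FDG fluorescence (ex 480/em 540) after 30 minutes.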
Tb PFK inh: inhibitors of T. brucei phosphofructokinase; 330,000 tested, 0.17% active; AID 485367; T. brucei PFK, ADP-Glo luminescence; Potency, µM (top dose mostly 57.5 µM), inactives show at the top dose activity, negative = inhibition, most hits filed as inhibitors; O15648;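 note: potency is the fitted concentration of half-maximal effect; 0% = uninhibited 1x PFK enzyme wells and -100% = no-enzyme wells; nearly all actives have a fitted effect of over 60% in size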
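Activity is normalized to no-enzyme wells (full inhibition) and 1.25 nM enzyme wells (no inhibition). Reaction: 0.5 mM F6P, 0.1 mM ATP, 45 min RT, ADP-Glo luminescence; concentration-response curves fitted and classed by quality.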
Coupling enz: coupling enzyme interference in Giardia aldolase counter-screen; coupling enzyme system counterscreen, AmpLite Red fluorescence; activity change, negative = inhibition, % at 58.2 µM, hits read low; 290,000 tested, 0.67% active; AID 2472; in the data active = activity change below about -30%; note: % is set by controls: 0 for no effect and ±100 for the full control effect
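First, compound is pin-transferred into glyceraldehyde-3-phosphate coupling-enzyme reagent at 57.5 uM final and held 10 min at RT. Next, substrate, coupling system and AmpLite Red are added. After 20 min RT, fluorescence (525/598 nm) is read.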
B2AR arrestin: beta2AR (human) beta-arrestin recruitment activity; P07550; beta-arrestin recruitment to beta2AR, cell-based reporter; Potency, µM (doses to about 46.1 µM), for the others: at the top dose activation, most hits filed as activators; 330,000 tested, 0.02% active; AID 492947;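 note: potency is the fitted concentration of half-maximal effect; 0% = DMSO controls and full agonism = EC100 isoproterenol or metaproterenol; nearly all actives have a fitted effect of over 65% in size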
Giardia kill: kills Giardia lamblia | Giardia lamblia trophozoite viability | activity change, % at 7.66 µM, hits read low | 340,000 tested, 0.15% active | AID 540267; in the data active = activity change below about -80%; inconclusive = between about -30% and that limit;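 note: parasites exposed to compound for two days anaerobically before the ATP read; % is set by controls: 0 for no effect and ±100 for the full control effect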
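ATP-content bioluminescence gauges trophozoite survival. Cells (100/well) receive compound and incubate anaerobically for 48 hrs at 37 deg C; detection reagent follows for 15-30 min at room temperature.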
* marks the source's active call; other numbers are inactive results; ? = inconclusive; . = no result given; & = joins results of further samples; [ ] = remark or other dose. Unless noted, calls come from the whole dose curve; as a rule, active = well fitted curve in the direction sought with a large enough effect; inconclusive = small, poorly fitted or top-dose-only effect, or another doubt; inactive = no such curve, though single readings can be large; an effect the other way counts as inactive or inconclusive. This is a subset; count on the stated rates, not on these rows.

SMILES	PKM2 act	GALK inhibitor	PTAP TSG101 blk	Menin MLL FP TR	BCR signal inh	ASM inhibitor	a7 integrin act	Tb PFK inh	Coupling enz	B2AR arrestin	Giardia kill
CCCCOC(=O)n1c(=O)oc2ccc(S(=O)(=O)N3CCCCC3)cc21	-3%	.	-2%	.	5%	0%	-10%	0%	5	-0.6%	21
COc1ccc(/C=C/C(=O)OCC(=O)c2c[nH]c3ccccc23)cc1	.	.	1%	.	5%	-3%	9%	2%	.	-1.0%	-6
O=C(NCc1ccccc1Cl)C(=O)NCC1CCCN1S(=O)(=O)c1cccs1 (stereo not given)	.	.	1%	.	?	-3%	-6%	-1%	.	-0.2%	-1
COc1ccc(N2CCN(c3ncnc4c3cnn4-c3ccc(C)cc3C)CC2)cc1	-2%	3%	-1%	-3%	5%	-8%	-1%	0%	-3	-0.2%	30
O=C(NC(=S)Nc1cccc(NC(=O)c2ccccc2)c1)c1cccc([N+](=O)[O-])c1	7%	0%	-1%	27%	?	-11%	2%	2%	0	5.1%	-5
Cc1c(Cl)cccc1N1C(=O)CC(NNC(=O)c2cccnc2)C1=O (stereo not given)	0%	0%	-2%	?	1%	2%	-8%	0%	2	-0.1%	19
CCOC(=O)N1CCN(C(=O)CSc2nnc(-c3ccc(C(C)(C)C)cc3)o2)CC1	-1%	-4%	-2%	-2%	2%	-2%	0%	7%	4	-0.1%	7
COC(=O)c1ccc(CSc2nc3sc(C(=O)O)c(C)c3c(=O)[nH]2)cc1	-5%	-2%	-6%	-6%	-5%	-6%	?	8%	8	-0.3%	25
O=C(NC(=S)Nc1ccc2[nH]ncc2c1)c1ccccc1	5%	-3%	-6%	21%	?	-1%	-35%	1%	-8	-0.3%	-4
Cc1ccc(C(NC(=O)N2CCOCC2)C(Cl)Cl)cc1F (stereo not given)	2%	-1%	-9%	-23%	?	0%	?	3%	0	0.0%	1
COc1ccc(N2CCN(C(=O)CNC(=O)Cc3ccc(Cl)cc3)CC2)cc1	-4%	-4%	.	.	-13%	2%	22%	-3%	.	-0.4%	3
Cc1ccc(S(=O)(=O)Nc2ccccc2C(=O)Nc2ccc(S(=O)(=O)Nc3nccc(C)n3)cc2)cc1	7%	-2%	-1%	12%	7%	40%[activator]	40%	0%	12	-0.4%	15
Cc1ccc(S(=O)(=O)N2CCC(C(=O)Nc3ccccc3N3CCCCC3)CC2)cc1	-18%	2%	2%	-8%	1%	-3%	-22%	2%	-10	-1.0%	3
COc1ccc(NC(=O)CCNC(=O)Cn2cnc3sc4c(c3c2=O)CCCC4)c(OC)c1	-5%	9%	-1%	-4%	-8%	-14%	26%	-14%	-1	-0.5%	-7
CCCC/C=C/C(NC(=O)CCc1ccccc1)c1ccccc1 (stereo not given)	-5%&-3%	.	-2%	-14%&-3%	3%	0%	-17%	-7%	-2&-1	0.2%	-4
CCC(C)(C)NC(=O)CC(c1ccc(OC)cc1)n1cccc1 (stereo not given)	-15%	-1%	-8%	-16%	-2%	1%	-11%	3%	2	-0.9%	16
CC1(C)CC(=O)C2=C(C1)Nc1ccccc1NC2c1ccccc1F (stereo not given)	1%	2%	-6%	-13%	5%	-1%	-25%	-2%	0	0.0%	-2
S=C(NCc1ccc2c(c1)OCO2)NC1CC1	8%	3%	-4%	-10%	-9%	5%	-4%	-6%	2	-0.1%	-14
O=C(COCc1ccccc1)N[C@@H]1c2ccccc2CC[C@H]1OCc1ccccc1	.	.	0%	.	?	1%	-34%	7%	.	-0.7%	12
O=C(CN1C(=O)C2C3C=CC(C3)C2C1=O)NCCc1ccccc1 (stereo not given)	-16%	1%	-8%	10%	-1%	-1%	-45%[inhibitor]	3%	2	-0.4%	-13
CC(=O)Cc1nnn(-c2cc(C)on2)n1	0%	1%	.	.	-1%	.	.	0%	3	-0.8%	.
Nc1c(NCCC2=CCCCC2)c(=O)[nH]c(=O)n1Cc1ccccc1	-5%	0%	-9%	1%	?	25%	-48%[inhibitor]	-5%	9	0.3%	-13

Among those listed so far, 5 contain a halogen.
SMILES	PKM2 act	GALK inhibitor	PTAP TSG101 blk	Menin MLL FP TR	BCR signal inh	ASM inhibitor	a7 integrin act	Tb PFK inh	Coupling enz	B2AR arrestin	Giardia kill
O=C(NCc1ccccc1Cl)C(=O)NCC1CCCN1S(=O)(=O)c1cccs1 (stereo not given)	.	.	1%	.	?	-3%	-6%	-1%	.	-0.2%	-1
Cc1c(Cl)cccc1N1C(=O)CC(NNC(=O)c2cccnc2)C1=O (stereo not given)	0%	0%	-2%	?	1%	2%	-8%	0%	2	-0.1%	19
Cc1ccc(C(NC(=O)N2CCOCC2)C(Cl)Cl)cc1F (stereo not given)	2%	-1%	-9%	-23%	?	0%	?	3%	0	0.0%	1
COc1ccc(N2CCN(C(=O)CNC(=O)Cc3ccc(Cl)cc3)CC2)cc1	-4%	-4%	.	.	-13%	2%	22%	-3%	.	-0.4%	3
CC1(C)CC(=O)C2=C(C1)Nc1ccccc1NC2c1ccccc1F (stereo not given)	1%	2%	-6%	-13%	5%	-1%	-25%	-2%	0	0.0%	-2
